Mtb BioA inh – inhibitors of Mycobacterium tuberculosis BioA enzyme. purified M. tuberculosis BioA enzyme, plate reader. inhibition, % at 9.99 µM. 360,000 compounds, 0.096% hits. AID 602481; in the data active means inhibition above about 40%
* marks the source's active call; other numbers are inactive results. The list is partial (hit frequency here may not be typical).

SMILES	Mtb BioA inh
CC=Cc1ccc2n(c1=O)C[C@@H]1[C@@H](CO)[C@H](C(=O)NCCc3cn(C)cn3)N(C(=O)C3CC3)[C@H]21 (mixture of isomers)	0.7
COCC(=O)Nc1ccc2c(c1)C(=O)N(C)C[C@@H](OC)[C@H](C)CN(C)[C@H](C)CO2	-5.8
CO[C@@H]1CN(C)C(=O)c2cc(NC(=O)Cc3ccccc3)ccc2OC[C@@H](C)N(C)C[C@@H]1C	-0.3
COc1cccc(NC(=O)N(C)C[C@@H]2Oc3ncc(C#Cc4ccncc4)cc3C(=O)N([C@H](C)CO)C[C@@H]2C)c1	-0.1
Cc1noc(C)c1S(=O)(=O)Nc1ccc2c(c1)CC(=O)N([C@@H](C)CO)C[C@H](C)[C@H](CN(C)S(C)(=O)=O)O2	-0.4
CO[C@@H]1CN(C)C(=O)c2ccc(NC(C)=O)cc2OC[C@H](C)N(C(=O)C2CC2)C[C@H]1C	2.3
C[C@@H]1CN([C@H](C)CO)C(=O)Cc2cc(NC(=O)Nc3ccc(C(F)(F)F)cc3)ccc2O[C@H]1CN(C)Cc1ccc(Oc2ccccc2)cc1	-1.5
CCCC#Cc1ccc2c(c1)O[C@H](CN(C)C(=O)c1cnccn1)[C@@H](C)CN([C@@H](C)CO)S2(=O)=O	0.9
CO[C@H]1CN(C)C(=O)c2ccc(NC(=O)NC(C)C)cc2OC[C@@H](C)N(Cc2ccccc2)C[C@@H]1C	-0.7
CN(C)CCCNC(=O)[C@@H]1[C@@H](CO)[C@@H]2Cn3c(ccc(C4=CCCCC4)c3=O)[C@H]1N2Cc1cocn1	-1.5
C[C@@H]1CN([C@@H](C)CO)C(=O)c2cc(/C=C/c3ccccc3)cnc2O[C@@H]1CN(C)Cc1ccncc1	-1.2
C/C=C/c1ccc([C@H]2[C@H](CO)N(C(C)=O)[C@H]2CN(C)C(=O)CN(C)C)cc1	-2.5
CN1C(=O)c2cc(NC(=O)c3ccc(C(F)(F)F)cc3)ccc2OC[C@@H]2O[C@@H](CC(=O)NC3Cc4ccccc4C3)CC[C@H]21	0.1
COc1ccc(S(=O)(=O)N(C)C[C@H]2Oc3ccc(NC(=O)Cc4cn(C)c5ccccc45)cc3C(=O)N([C@H](C)CO)C[C@H]2C)cc1	-1.6
Cc1noc(C)c1NC(=O)N[C@@H]1CC[C@H](CC(=O)NCCCN(C)C)O[C@H]1CO	-3.2
CO[C@H]1CN(C)C(=O)c2cc(NC(=O)C3CCC3)ccc2OC[C@@H](C)N(CC2CCCCC2)C[C@H]1C	0.1
CC(=O)N(C)C[C@H]1Oc2cc(C#CC(C)C)ccc2S(=O)(=O)N([C@@H](C)CO)C[C@H]1C	0.8
O=C(NC1CCCCC1)[C@@H]1[C@@H](CO)[C@@H]2Cn3c(cccc3=O)[C@@H]2N1CC1CCOCC1	-0.9
C[C@@H]1CN([C@@H](C)CO)C(=O)c2cc(NC(=O)Nc3ccc(C(F)(F)F)cc3)ccc2O[C@@H]1CN(C)C(=O)Nc1ccc(F)cc1	3.5
Cc1noc(C)c1S(=O)(=O)N(C)C[C@H]1Oc2ccc(NC(=O)CCC(F)(F)F)cc2CC(=O)N([C@@H](C)CO)C[C@@H]1C	-3.7
Cc1ccc(S(=O)(=O)Nc2ccc3c(c2)C(=O)N([C@H](C)CO)C[C@H](C)[C@@H](CN(C)C(=O)Nc2ccc(F)cc2)OCCCC[C@@H](C)O3)cc1	32
C/C=C/c1cnc2c(c1)C(=O)N([C@H](C)CO)C[C@H](C)[C@H](CN(C)C(=O)NC1CCCC1)O2	-2.2
COc1ccc(NC(=O)Nc2ccc3c(c2)[C@@H]2C[C@@H](CC(=O)NCC4CC4)O[C@@H](CO)[C@@H]2O3)cc1	-0.8
CN(C[C@H]1N[C@@H](CO)[C@H]1c1ccc(-c2ccccc2)cc1)C(=O)C1CCC1	-3.1
O=C(Cc1ccncc1)NCC[C@H]1CC[C@@H](NC(=O)C2CCC2)[C@H](CO)O1	-1.5
COc1ccccc1-c1ccc2c(c1)O[C@@H](CN(C)C(C)=O)[C@H](C)CN([C@H](C)CO)S2(=O)=O	3.4
C[C@H](CO)N1C[C@H](C)[C@@H](CN(C)C(=O)Nc2ccc3c(c2)OCO3)Oc2ncc(-c3ccncc3)cc2C1=O	-1.2
C[C@@H]1CN([C@H](C)CO)C(=O)c2cc(/C=C/c3ccccc3)cnc2O[C@@H]1CN(C)C(=O)c1cnccn1	-1.7
COc1ccc(NC(=O)Nc2ccc3c(c2)C(=O)N([C@H](C)CO)C[C@@H](C)[C@@H](CN(C)CC2CCCCC2)OCCCC[C@H](C)O3)cc1	-1.8
C[C@H](CO)N1C[C@H](C)[C@@H](CN(C)C(=O)C2CCCCC2)OCCCC[C@H](C)Oc2ccc(NC(=O)c3ccncc3)cc2C1=O	-1.6
C[C@H](CO)N1C[C@H](C)[C@@H](CN(C)C(=O)Nc2ccc(C(F)(F)F)cc2)Oc2ccc(NC(=O)Nc3cccc4ccccc34)cc2C1=O	-0.4
CO[C@@H]1CN(C)C(=O)c2ccc(NC(=O)c3ccc4c(c3)OCO4)cc2OC[C@@H](C)N(CC2CC2)C[C@@H]1C	2.7
CC(C)NC(=O)Nc1ccc2c(c1)C(=O)N([C@@H](C)CO)C[C@H](C)[C@H](CN(C)Cc1ccc(Oc3ccccc3)cc1)O2	2.0
COc1ccccc1NC(=O)N[C@H]1C=C[C@@H](CC(=O)N[C@H](C)c2ccccc2)O[C@H]1CO	0.3
C[C@@H]1CN([C@@H](C)CO)C(=O)Cc2cc(NS(=O)(=O)c3cn(C)cn3)ccc2O[C@H]1CN(C)S(C)(=O)=O	0.8
CNC[C@@H]1Oc2ccc(NS(=O)(=O)c3c(C)noc3C)cc2C(=O)N([C@@H](C)CO)C[C@@H]1C	-2.8
CO[C@@H]1CN(C)C(=O)c2cc(NC(=O)c3ccccc3F)ccc2OC[C@H](C)NC[C@@H]1C	-2.6
C[C@H]1CN([C@@H](C)CO)S(=O)(=O)c2ccc(C#Cc3ccncc3)cc2O[C@@H]1CN(C)C(=O)C1CC1	-0.2
COC(=O)C[C@@H]1C[C@H]2c3cc(NS(=O)(=O)c4cccc(OC)c4)ccc3O[C@H]2[C@H](CO)O1	-0.1
C[C@H]1CN([C@@H](C)CO)C(=O)Cc2cc(NC(=O)CCCCCC(=O)Nc3ccccc3N)ccc2O[C@@H]1CN(C)Cc1ccc(Oc2ccccc2)cc1	-5.4
C[C@H](CO)N1C[C@H](C)[C@@H](CN(C)S(=O)(=O)c2ccc(F)cc2)OCCCC[C@H](C)Oc2ccc(NC(=O)Nc3ccc4c(c3)OCO4)cc2C1=O	-2.2
Cc1ccc(S(=O)(=O)Nc2ccc3c(c2)C(=O)N([C@H](C)CO)C[C@@H](C)[C@H](CN(C)Cc2ccccc2)O3)cc1	1.2
C[C@H](O)C#Cc1cnc2c(c1)C(=O)N([C@@H](C)CO)C[C@H](C)[C@@H](CN(C)Cc1cncnc1)O2	-1.6
C[C@H](CO)N1C[C@H](C)[C@@H](CN(C)C(=O)C2CCC2)Oc2cc(-c3ccc(C(=O)N(C)C)cc3)ccc2S1(=O)=O	1.8
C[C@H]1CN([C@@H](C)CO)C(=O)c2cc(C3=CCCCC3)cnc2O[C@@H]1CN(C)C(=O)c1ccccn1	-4.5
C[C@H]1CCCCO[C@@H](CN(C)Cc2ccc(C(F)(F)F)cc2)[C@@H](C)CN([C@@H](C)CO)C(=O)c2cc(N(C)C)ccc2O1	3.7
C[C@@H]1CCCCO[C@@H](CN(C)C(=O)NC2CCCCC2)[C@H](C)CN([C@@H](C)CO)C(=O)c2cc(N(C)C)ccc2O1	-0.9
CO[C@H]1CN(C)C(=O)c2ccc(NC(=O)c3ccccc3F)cc2OC[C@H](C)N(C)C[C@@H]1C	-1.1
C[C@H](CO)N1C[C@H](C)[C@@H](CN(C)S(=O)(=O)c2ccc(Cl)cc2)OCCCC[C@H](C)Oc2ccc(NC(=O)Nc3ccccc3)cc2C1=O	-2.6
C[C@H](CO)N1C[C@H](C)[C@H](CN(C)Cc2ccc(Oc3ccccc3)cc2)Oc2ccc(NC(=O)NC3CCCCC3)cc2C1=O	-3.4
COCc1cn(CC[C@H]2CC[C@@H](NC(=O)Nc3ccccc3)[C@@H](CO)O2)nn1	-2.1
COc1ccc(S(=O)(=O)Nc2ccc3c(c2)C(=O)N([C@@H](C)CO)C[C@@H](C)[C@H](CN(C)C(=O)Nc2ccc4c(c2)OCO4)OCCCC[C@H](C)O3)cc1	0.6
CC(C)CC#Cc1ccc([C@@H]2[C@H](CO)N3CCCCN(C(=O)Cc4ccccn4)C[C@@H]23)cc1	4.6
COc1ccc(C(=O)Nc2ccc3c(c2)OC[C@@H](C)N(C)C[C@H](C)[C@H](OC)CN(C)C3=O)cc1	-1.4
CO[C@H]1CN(C)C(=O)c2cc(NC(C)=O)ccc2OC[C@@H](C)NC[C@H]1C	-3.5
O=C(N[C@H]1C=C[C@H](CC(=O)N2CCc3ccccc3C2)O[C@H]1CO)C1CC1	0.5
C[C@@H]1CN([C@@H](C)CO)C(=O)Cc2cc(NS(=O)(=O)c3cccs3)ccc2O[C@H]1CN(C)Cc1ccc(C(F)(F)F)cc1	0.5
CC(=O)N1CCCCN2[C@@H](CO)[C@H](c3ccc(C#Cc4ccccc4F)cc3)[C@@H]2C1	0.6
CNC[C@@H]1Oc2ccc(NS(=O)(=O)c3c(C)noc3C)cc2C(=O)N([C@@H](C)CO)C[C@H]1C	-1.1
Cc1ccccc1-c1cnc2c(c1)C(=O)N([C@@H](C)CO)C[C@H](C)[C@H](CN(C)CC1CCCCC1)O2	0.9

Other structures.
SMILES	Mtb BioA inh
C[C@H]1CN([C@@H](C)CO)C(=O)Cc2cc(NC(=O)CCN3CCOCC3)ccc2O[C@@H]1CN(C)CC1CCCCC1	5.1
COCC(=O)N1[C@H](CO)[C@H](c2ccc(-c3cccc(F)c3)cc2)[C@@H]1C#N	3.2
CO[C@H]1O[C@H](CO)[C@@H](OC(=O)Nc2cccc(F)c2)[C@H](OC(=O)Nc2ccccc2)[C@H]1OC(=O)Nc1ccccc1	-1.3
C[C@H](CO)N1C[C@H](C)[C@H](CN(C)Cc2ccc(C(=O)Nc3ccccc3N)cc2)Oc2ccc(NC(=O)c3ccncc3)cc2CC1=O	-1.2
O=C(C[C@H]1CC[C@@H]2[C@H](COC[C@@H](O)CN2C(=O)Cc2ccccc2)O1)NC1CCC1	2.1
C[C@H]1CN([C@@H](C)CO)C(=O)Cc2cc(N(C)C)ccc2O[C@@H]1CN(C)Cc1ccccc1	0.8
CCNC(=O)C[C@@H]1CC[C@H]2[C@@H](COc3ccc(NC(=O)Nc4ccccc4C)cc3C(=O)N2C)O1	2.8
CNC[C@@H]1OCCCC[C@@H](C)Oc2ccc(N(C)C)cc2C(=O)N([C@H](C)CO)C[C@H]1C	-4.5
COCC(=O)N[C@@H]1CC[C@@H](CC(=O)NCc2ccccc2OC)O[C@H]1CO	-2.2
COCCNC(=O)C[C@H]1C[C@@H]2c3cc(NC(=O)NC4CCCCC4)ccc3O[C@@H]2[C@@H](CO)O1	-1.6
COCc1cn(CC[C@@H]2CC[C@H](NC(=O)CCN3CCCCC3)[C@@H](CO)O2)nn1	-2.4
Cc1ccc(S(=O)(=O)Nc2cccc3c2O[C@H](CN(C)CC2CC2)[C@@H](C)CN([C@@H](C)CO)C3=O)cc1	-1.0
O=C(C1CC1)N1CCCCN2[C@@H](CO)[C@@H](c3ccc(-c4ccncc4)cc3)[C@@H]2C1	2.0
CO[C@H]1CN(C)C(=O)c2ccc(NC(=O)c3ccccc3)cc2OC[C@H](C)N(C)C[C@@H]1C	-0.6
C[C@H](CO)N1C[C@H](C)[C@@H](CN(C)C(=O)Nc2ccc(F)cc2)OCc2ccccc2-c2ccccc2C1=O	-3.4
COc1cccc(NC(=O)C[C@@H]2CC[C@@H]3[C@@H](COc4ccc(NS(=O)(=O)c5cccc(F)c5)cc4C(=O)N3C)O2)c1	-0.9
COc1ccc(S(=O)(=O)Nc2ccc3c(c2)CC(=O)N([C@@H](C)CO)C[C@H](C)[C@@H](CN(C)C(=O)Nc2ccc4c(c2)OCO4)O3)cc1	1.1
C[C@H](CO)N1C[C@H](C)[C@@H](CN(C)C(=O)Nc2cccc(C(F)(F)F)c2)OCc2ccccc2-c2ccccc2C1=O	3.4
O=S(=O)(N[C@@H]1CC[C@@H](CCn2cc(-c3cccnc3)nn2)O[C@H]1CO)c1ccccc1	7.7
C[C@H](NC(=O)C[C@@H]1CC[C@@H]2[C@H](COC[C@@H](O)CN2C(=O)Nc2cc(Cl)cc(Cl)c2)O1)c1ccccc1	1.2
CCC(=O)N1CC[C@@H]2[C@H]1c1cc(-c3cccc(F)c3)ccc1N(C)[C@H]2CO	42*

Four of the compounds above, in markdown:
| mol | Mtb BioA inh |
| --- | --- |
| COc1ccc(S(=O)(=O)Nc2ccc3c(c2)CC(=O)N([C@@H](C)CO)C[C@H](C)[C@@H](CN(C)C(=O)Nc2ccc4c(c2)OCO4)O3)cc1 | 1.1 |
| C[C@H](CO)N1C[C@H](C)[C@@H](CN(C)C(=O)Nc2cccc(C(F)(F)F)c2)OCc2ccccc2-c2ccccc2C1=O | 3.4 |
| O=S(=O)(N[C@@H]1CC[C@@H](CCn2cc(-c3cccnc3)nn2)O[C@H]1CO)c1ccccc1 | 7.7 |
| C[C@H](NC(=O)C[C@@H]1CC[C@@H]2[C@H](COC[C@@H](O)CN2C(=O)Nc2cc(Cl)cc(Cl)c2)O1)c1ccccc1 | 1.2 |

Quoted at random: three entries already listed.
SMILES	Mtb BioA inh
CCC(=O)N1CC[C@@H]2[C@H]1c1cc(-c3cccc(F)c3)ccc1N(C)[C@H]2CO	42*
C[C@H](NC(=O)C[C@@H]1CC[C@@H]2[C@H](COC[C@@H](O)CN2C(=O)Nc2cc(Cl)cc(Cl)c2)O1)c1ccccc1	1.2
C[C@H](CO)N1C[C@H](C)[C@@H](CN(C)C(=O)Nc2cccc(C(F)(F)F)c2)OCc2ccccc2-c2ccccc2C1=O	3.4

From PubChem BioAssay
